Bioassay records as filed in PubChem.
B2AR arrestin: beta2AR (human) beta-arrestin recruitment activity | P07550 | beta-arrestin recruitment to beta2AR, cell-based reporter | Potency, µM (doses to about 46.1 µM), inactives show at the top dose activation, usual class: activators | 330,000 compounds, 0.02% hits | AID 492947;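 further: potency means the concentration at half of the fitted maximal effect; 0% = DMSO controls and full agonism = EC100 isoproterenol or metaproterenol; nearly all actives have a fitted effect of over 65% in size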
PKM2 act: activators of human pyruvate kinase M2. 260,000 compounds, 0.34% hits. P14618. Potency, µM (series often up to 57.5 µM), inactives show at the highest dose activation, actives largely listed as activators. purified PKM2, Kinase-Glo ATP luminescence, activation; response scale: 0% is enzyme alone, no compound. AID 1631; further: potency means the concentration at half of the fitted maximal effect; on the % scale 0 is the no-effect control and ±100 the full control effect; nearly all actives have a fitted effect of over 55% in size
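hPK-M2, >95% pure; 0.1 mM ADP / 0.5 mM PEP final; imidazole pH7.2 buffer w/ 7 mM MgCl2, 50 mM KCl; 1 h RT; Kinase-Glo lum. Intermediate enzyme activity for dual inhibitor/activator qHTS.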
KCNH2 3.1 inh: inhibitors of human KCNH2 3.1 potassium channel isoform; 340,000 compounds, 0.95% hits; activity change, % (tested at about 1.8 µM); AID 720553; U2OS KCNH2 3.1, thallium flux FluxOr; active compounds read low;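 active means maximum activity change below -70%; inconclusive means maximum activity change from -70% to -50%; inactive means maximum activity change above -50%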;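 further: thallium influx rate constant from kinetic fluorescence after stimulation buffer; on the % scale 0 is the no-effect control and ±100 the full control effect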
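Virally transduced U2OS (3.1 isoform, 4 h infection in dark at RT) → overnight 37 C → FluxOr + Red40 in HBSS/HEPES, 45 min → stimulation buffer, 2 min kinetic read → rate constant vs DMSO controls.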
USP2a block: USP2a (human) protease inhibition | Potency, µM (series often up to 38.3 µM), for inactives: at the top dose activity change, negative = inhibition, most hits filed as inhibitors | USP2 core, Ub-CHOP2 coupled fluorogenic reporter, 485/531 | O75604 | 330,000 compounds, 0.01% hits;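 further: potency means the concentration at half of the fitted maximal effect; plate controls were DMSO wells for no effect and full inhibition by NEM control for full effect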
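Deubiquitinase activity read as fluorescence (485/531 nm) after Ub-CHOP2 cleavage activates the enterokinase reporter on its substrate; USP2 core 10nM, Ub-CHOP2 and substrate 25nM each, 30min compound preincubation then 60min RT; data normalized to NEM, curves fitted.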
Menin-MLL TR inh: inhibitors of human menin-MLL interaction, mutant MLL peptide; O00255; Menin + Texas Red MLL mutant peptide, fluorescence polarization; Potency, µM (top dose mostly 61.6 µM), for the others: at the top dose FP activity change, negative = inhibition, actives largely listed as inhibitors; 270,000 compounds, 0.23% hits; active means well fitted inhibition curve with a large enough effect in the polarisation, with a control signal flat, not every such curve was filed as active; inconclusive means small, poorly fitted or top-dose-only effect, or effect the other way, or a change in a side signal; inactive means no such curve, though single readings can be large or run the other way; the % refers to the polarisation; further: potency means the concentration at half of the fitted maximal effect; % of control where 0% means no effect; many of its hits are not listed in these tables
CXXC DNA block: blocks binding of human MLL CXXC domain to DNA; Q03164; AID 2662; Potency, µM (titrated, usually from 115 µM), without a hit: at the top dose activity change, negative = inhibition, actives largely listed as inhibitors; MLL-CXXC / FITC-HOXA9 DNA fluorescence polarization; 290,000 compounds, 0.037% hits; active means well fitted inhibition curve with a large enough effect in the polarisation, with a control signal flat, not every such curve was filed as active; inconclusive means small, poorly fitted or top-dose-only effect, or effect the other way, or a change in a side signal; inactive means no such curve, though single readings can be large or run the other way; the % refers to the polarisation; further: potency means the concentration at half of the fitted maximal effect
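Fluorescence polarization: 7 uM MLL-CXXC (stock) preincubated 5 min with compounds, then 50 nM fluorescein-HOX-A9 DNA (stock) added; 30 min ambient. Buffer 50 mM Tris-HCl pH 7.5, 50 mM NaCl, 1 mM DTT, 0.05% BSA.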
GALK inhibitor: galactokinase (human) inhibition. P51570. Purified GALK, Kinase-Glo residual ATP luminescence. Potency, µM (titrated, usually from 57.5 µM), inactives show top-dose activity change, negative = inhibition, usual class: inhibitors. 270,000 compounds, 0.007% hits; further: potency means the concentration at half of the fitted maximal effect; on the % scale 0 is the no-effect control and ±100 the full control effect
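Galactose (100 uM) and ATP (35 uM) were turned over by 5 nM GALK for 1 h at RT. Kinase-Glo Plus then converted the remaining ATP into a luminescent signal.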
TRPV1 agonist: agonists of human vanilloid receptor 1 (TRPV1). Q8NER1. TRPV1-expressing cells, Fluo-8 calcium influx, agonist mode. activation, % at 8.33 µM. 320,000 compounds, 0.19% hits; in the data active means activation above about 80%; inconclusive means between about 30% and that limit; further: 0% is about no effect
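Cells expressing TRPV1 were dye-loaded with Fluo-8 and read kinetically: 10 s baseline, 3 min after compound (agonist portion), then 2 min after EC20 capsaicin (allosteric enhancer portion). Calcium-bound dye fluorescence at 480/520 nm.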
Giardia kill: kills Giardia lamblia; 340,000 compounds, 0.15% hits; activity change, % at 7.66 µM, hits read low; Giardia lamblia trophozoite viability; in the data active means activity change below about -80%; inconclusive means between about -30% and that limit;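 further: parasites exposed to compound for two days anaerobically before the ATP read; on the % scale 0 is the no-effect control and ±100 the full control effect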
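Giardia trophozoites, 100 cells per well, were exposed to compounds for 48 hrs at 37 deg C under anaerobic conditions; viability was then read as ATP content by bioluminescence after 15-30 min at room temperature.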
FBPA coupling cs: counter-screen for Giardia aldolase inhibitors: coupling enzyme system | coupling enzyme system counterscreen, AmpLite Red fluorescence | activity change, negative = inhibition, % at 58.2 µM, hits read low | 290,000 compounds, 0.67% hits; in the data active means activity change below about -30%; further: on the % scale 0 is the no-effect control and ±100 the full control effect
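Fluorescence at 525 nm excitation and 598 nm emission measured inhibition of the coupled detection system without aldolase. Compounds (at 57.5 uM final) were preincubated 10 min at room temperature with coupling enzyme reagent before a 20 min substrate/AmpLite Red step.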
hERG WT inh: blocks the wildtype human KCNH2 potassium channel; Q12809; U2OS, BacMam KCNH2, thallium flux FluxOr; active compounds read low; 340,000 compounds, 0.37% hits; activity change, % at 1.84 µM;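 active means maximum activity change below -70%; inconclusive means maximum activity change between -70% and -50%; inactive means maximum activity change above -50%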; further: on the % scale 0 is the no-effect control and ±100 the full control effect
Target sequence (Q12809 whole entry, looked up): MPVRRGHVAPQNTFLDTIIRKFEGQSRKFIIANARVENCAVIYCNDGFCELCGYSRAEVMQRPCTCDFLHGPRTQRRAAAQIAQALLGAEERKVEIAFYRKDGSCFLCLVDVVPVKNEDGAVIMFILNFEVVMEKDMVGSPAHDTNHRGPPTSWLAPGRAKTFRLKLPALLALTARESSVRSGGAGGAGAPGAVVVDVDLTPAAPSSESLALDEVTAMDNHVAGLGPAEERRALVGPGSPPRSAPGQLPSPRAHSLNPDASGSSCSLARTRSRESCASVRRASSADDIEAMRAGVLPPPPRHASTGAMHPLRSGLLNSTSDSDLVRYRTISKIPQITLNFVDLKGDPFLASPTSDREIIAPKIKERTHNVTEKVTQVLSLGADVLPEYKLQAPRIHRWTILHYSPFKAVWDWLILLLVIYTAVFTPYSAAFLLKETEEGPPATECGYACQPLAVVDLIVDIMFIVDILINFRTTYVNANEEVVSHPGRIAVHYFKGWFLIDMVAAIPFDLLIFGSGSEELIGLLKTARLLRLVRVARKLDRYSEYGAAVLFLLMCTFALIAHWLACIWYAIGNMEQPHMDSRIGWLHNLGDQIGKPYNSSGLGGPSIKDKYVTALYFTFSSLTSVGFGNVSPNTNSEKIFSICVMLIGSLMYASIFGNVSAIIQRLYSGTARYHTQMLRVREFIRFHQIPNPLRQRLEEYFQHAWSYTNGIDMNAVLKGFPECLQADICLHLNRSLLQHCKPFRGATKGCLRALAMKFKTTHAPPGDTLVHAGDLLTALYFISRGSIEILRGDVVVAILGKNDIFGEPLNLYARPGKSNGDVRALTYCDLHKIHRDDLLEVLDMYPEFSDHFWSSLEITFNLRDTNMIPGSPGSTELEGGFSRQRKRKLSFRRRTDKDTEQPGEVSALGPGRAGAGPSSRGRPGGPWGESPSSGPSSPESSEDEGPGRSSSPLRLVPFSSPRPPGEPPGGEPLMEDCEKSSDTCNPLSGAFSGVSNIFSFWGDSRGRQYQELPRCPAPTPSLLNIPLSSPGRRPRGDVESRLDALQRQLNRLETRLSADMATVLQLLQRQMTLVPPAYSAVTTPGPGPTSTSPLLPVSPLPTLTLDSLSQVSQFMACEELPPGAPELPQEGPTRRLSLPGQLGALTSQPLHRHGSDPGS
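U2OS cells transduced with wild-type KCNH2 virus are loaded with FluxOr dye for 45 min, and thallium flux is measured in kinetic reads before and after stimulation buffer. Rate constants are normalized to DMSO controls.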
* = called active by the depositor; u = inconclusive; x = not tested or not shown; [ ] = remark or other dose. Unless noted, the call rests on the fitted dose curve; in most records, active means well fitted curve in the direction sought with a large enough effect; inconclusive means small, poorly fitted or top-dose-only effect, or another doubt; inactive means no such curve, though single readings can be large; an effect the other way counts as inactive or inconclusive.

SMILES	B2AR arrestin	PKM2 act	KCNH2 3.1 inh	USP2a block	Menin-MLL TR inh	CXXC DNA block	GALK inhibitor	TRPV1 agonist	Giardia kill	FBPA coupling cs	hERG WT inh
C[C@H](CO)N1C[C@H](C)[C@@H](CN(C)S(=O)(=O)c2ccc(F)cc2)Oc2ccc(NC(=O)Nc3ccc(C(F)(F)F)cc3)cc2C1=O	-1.0%	x	8.6	-1.9%	x	x	x	x	14.9	x	4.3
CCC(=O)N(c1nnc(SCC(=O)NN2C(=O)NC3(CCC(C)CC3)C2=O)s1)C1CC1 (stereo not given)	0.0%	x	-3.4	-1.7%	x	x	x	1.2	3.9	x	1.6
COc1ccc(OC)c2[nH]c(=O)c(CCNC(=O)CC(C)C)cc12	-0.3%	12.4%	5.5	0.3%	3.4%	0.7%	-0.1%	-2.8	-18.3	-6.8	-5.6
COc1cc(-c2nnc(SCc3ccccc3Cl)o2)cc(OC)c1OC	0.0%	3.2%	-5.0	1.5%	7.1%	1.6%	-0.3%	16.9	8.1	2.8	-13.7
CCOc1ccc(-c2nc(CSCC(=O)NC3CC3)c(C)o2)cc1	0.0%	x	-1.9	0.8%	x	35.8%[activator]	5.5%	7.5	6.2	x	30.4
Cc1nc(C)n(CC(O)COc2ccc3c(c2)CCC3)n1 (stereo not given)	-1.5%	-0.4%	-12.3	1.6%	1.2%	1.9%	0.8%	-0.5	2.9	-0.1	-1.7
C#CCNC(=O)C1=C[C@@H](c2csc3ccccc23)[C@H](CCCO)[C@@H](OCC)O1	-1.4%	5.1%	-14.1	0.5%	-7.7%	3.1%	-1.0%	11.2	6.4	1.5	-3.7
Cc1cc(NC(NC(=O)c2ccco2)(C(F)(F)F)C(F)(F)F)no1	-0.4%	-3.8%	-25.9	1.4%	17.8%	0.4%	-0.1%	-1.2	32.0[activator]	-2.2	-1.0
O=C(CSc1nnc(-c2ccc(Cl)cc2)o1)N1CCN(c2ccccc2)CC1	0.1%	0.9%	x	-1.0%	u	-2.7%	-3.2%	-0.7	x	-1.1	x
Cc1ccc(N2C(=O)C(NC(=O)c3c(F)cccc3F)(C(F)(F)F)C3=C2CC(C)(C)CC3=O)cc1 (stereo not given)	-1.0%	-2.1%	-5.5	0.0%	-6.6%	11.4%	-0.1%	-0.7	-13.5	0.5	-2.2
O=C1NC(c2ccccc2)C(C(=O)c2cccs2)C(O)(C(F)(F)F)N1 (stereo not given)	0.3%	-0.2%	-1.4	4.1%	4.4%	1.9%	2.2%	3.6	19.1	5.4	16.4
O=C(COC(=O)CCOc1ccccc1)Nc1ncc(Cl)cc1Cl	-1.8%	-8.2%	1.1	3.7%	1.7%	5.8%	x	2.5	-8.5	4.3	-4.8
CCCCOc1ccc(CCC(=O)N/N=C/c2ccco2)cc1	0.1%	2.6%	2.4	-4.8%	x	6.4%	-0.5%	-3.0	2.7	-2.6	-1.4
COc1ccc(CNC(=O)C2CCCN(c3nc4ccccc4o3)C2)c(OC)c1 (stereo not given)	-0.5%	-0.9%	4.2	0.8%	-9.0%	15.7%	-1.7%	15.8	-5.4	6.2	-9.9
Cc1cc(C)cc(OCC(=O)OCC(=O)Nc2c(C)n(C)n(-c3ccccc3)c2=O)c1	-0.1%	-1.9%	9.0	2.1%	-4.9%	5.7%	8.7%	-3.6	12.1	2.2	11.0
Nc1nnn(CC(=O)N/N=C/c2ccc(Cl)cc2Cl)n1	-1.1%	-3.0%	9.0	1.6%	x	1.5%	-2.8%	0.1	-6.3	-2.1	25.6
Cc1cc(C)c(C)c(S(=O)(=O)NC(C(=O)NCCc2ccco2)C(C)C)c1C (stereo not given)	-0.1%	x	8.0	-0.7%	x	x	x	1.6	-9.7	x	-6.1
N#C/C(=C\c1ccc(OCC(N)=O)cc1)c1ccccc1	-0.2%	-3.8%	20.5	-0.1%	0.2%	16.2%	-1.2%	u	-8.0	-0.5	13.6
Cc1ccc(NC(=O)CN2C(=O)NC(Cc3c[nH]c4ccccc34)C2=O)cc1 (stereo not given)	0.3%	x	-100.6*	-0.2%	x	x	x	-6.2	-4.3	x	-25.7
Cc1ccc2c(COC(=O)CNS(=O)(=O)c3ccccc3)cc(=O)oc2c1	-0.1%	x	16.5	2.4%	x	x	x	x	6.6	x	-2.7
COc1cccc(C(=O)N2CCN(Cc3cccc(F)c3)CC2)c1	-0.1%	-0.4%	-0.8	0.8%	u	-4.7%	-0.3%	-4.5	10.0	1.9	7.9
S=c1[nH]nc(-c2ccccn2)n1/N=C/c1c(Cl)cccc1Cl	-0.6%	-2.1%	-1.7	9.3%	x	-17.6%	-4.0%	-2.8	9.8	-3.2	0.5
O=C(N/N=C/c1ccc(-c2ccc([N+](=O)[O-])cc2)o1)C(O)c1ccccc1 (stereo not given)	-0.4%	-0.3%	-25.2	1.2%	u	27.1%	-2.9%	8.2	51.4[activator]	2.3	1.9
CCCOc1nc2c(c(=O)n(C)c(=O)n2C)n1Cc1cccc2ccccc12	-0.6%	2.9%	19.7	3.4%	-0.4%	0.6%	1.1%	5.7	-0.1	-0.1	1.7
CNC(=S)Nc1ccc(N2CCCC2)c(S(=O)(=O)Nc2ccc(OC)cc2)c1	-0.9%	x	-0.6	-7.1%	x	x	x	x	-1.1	x	u

Continuation:
SMILES	B2AR arrestin	PKM2 act	KCNH2 3.1 inh	USP2a block	Menin-MLL TR inh	CXXC DNA block	GALK inhibitor	TRPV1 agonist	Giardia kill	FBPA coupling cs	hERG WT inh
O=C1CCCN1CCCNS(=O)(=O)c1cccs1	-0.7%	x	-4.0	0.3%	x	x	x	x	10.2	x	-3.4
CCCc1cc(=O)[nH]c(SCCCCN2C(=O)c3ccccc3C2=O)n1	0.0%	-4.3%	-9.7	-3.2%	-29.4%	-7.6%	-0.1%	-2.1	-12.4	-0.7	0.4
CCOC(=O)CN(C)Cc1c[nH]c2ccccc12	0.0%	-2.6%	x	-0.2%	-16.5%	24.2%	-1.5%	0.5	x	-3.6	x
C=CCN(c1ccccc1)S(=O)(=O)c1cccc(C(=O)OCC(=O)NC2CC2)c1	0.3%	16.2%	-0.1	-0.2%	-7.2%	2.1%	-1.3%	17.0	-20.5	12.1	1.2
COc1ccccc1C(=O)NC(=O)COC(=O)c1ccc(NC(=O)CC#N)cc1	-0.3%	x	3.4	2.2%	x	x	x	2.3	-21.3	x	-20.3
COc1cc(OC)c(C2CC(=O)N3CN(C)CSC3=C2C#N)cc1OC (stereo not given)	0.2%	0.4%	27.3	-1.0%	5.0%[11.7 µM]	0.2%	2.1%	x	-10.6	-10.0	-7.4
Cc1cc(-c2nc(-c3ccncc3)no2)ccc1[N+](=O)[O-]	-0.6%	x	0.5	2.0%	2.3%	10.9%	-1.7%	15.8	-3.7	2.7	2.9
O=C(Nc1ccc(S(=O)(=O)N2CCCCCC2)cc1)c1ccco1	-0.1%	-8.2%	-10.7	-0.9%	4.5%	0.7%	-0.4%	u	-1.3	4.5	5.5
O=C(NC1CCCc2ccccc21)C1CCN(c2c3c(nc4ncnn24)CCC3)CC1 (stereo not given)	-0.2%	-20.0%	4.7	1.7%	11.1%	-3.0%	-0.7%	19.4	-8.0	-0.1	-4.8
Cc1cc(C(=O)NCC(=O)OCC(=O)N(C(C)C)C(C)C)ccc1[N+](=O)[O-]	0.2%	2.4%	-5.1	4.9%	-6.8%	0.3%	0.0%	-3.6	-0.1	-0.4	3.3
Cc1cccc(NC(=O)NNC(=O)c2ccccn2)c1	0.0%	x	11.2	5.2%	x	x	x	x	18.0	x	-1.5
Cn1nc(-c2ccccc2)c(C(=O)NCC(=O)O)c1Cl	-0.2%	-19.2%	1.1	1.9%	-5.9%	-3.9%	7.5%	3.2	0.0	5.3	0.5
CCOC(=O)CC(=O)Nc1nnc(CC(C)C)s1	0.0%	-10.5%	-0.6	1.4%	27.7%	5.7%	-0.2%	-0.1	-14.5	4.1	14.6
CCN(CC)CCn1c(SCC(=O)Nc2ccc(F)cc2)nc2c(sc3ccccc32)c1=O	0.1%	5.7%	x	-1.9%	7.2%	-1.0%	-1.2%	23.7	x	0.5	x
CCc1ccc(S(=O)(=O)NC2CCCCNC2=O)cc1 (stereo not given)	-0.2%	x	3.7	0.4%	-0.2%	22.1%	x	-2.3	-7.2	0.1	2.3
COC(=O)CS(=O)(=O)c1ccsc1C(=O)Nc1ccc(F)cc1	-0.1%	0.0%	8.4	-0.2%	5.6%	-11.7%	-1.9%	-5.8	-15.4	1.1	1.6
COc1ccc(CCNC(=O)CCC(=O)N2CCOc3ccccc32)cc1OC	0.0%	4.2%	2.8	-1.5%	-16.5%	x	x	-0.5	u	-2.1	5.0

Some of the compounds tested; count on the stated rates, not on these rows.
